Bioassay records as filed in PubChem.
GCN5L2 inh: blocks human GCN5L2 histone acetyltransferase; hit rate 0.21% among 390,000; GCN5L2 HAT assay, ThioGlo1 CoA-SH fluorescence; AID 504327; Q92830; Potency, µM (doses to about 58.9 µM), for inactives: top-dose activity change, negative = inhibition, most hits filed as inhibitors
Target sequence (Q92830 whole entry, looked up): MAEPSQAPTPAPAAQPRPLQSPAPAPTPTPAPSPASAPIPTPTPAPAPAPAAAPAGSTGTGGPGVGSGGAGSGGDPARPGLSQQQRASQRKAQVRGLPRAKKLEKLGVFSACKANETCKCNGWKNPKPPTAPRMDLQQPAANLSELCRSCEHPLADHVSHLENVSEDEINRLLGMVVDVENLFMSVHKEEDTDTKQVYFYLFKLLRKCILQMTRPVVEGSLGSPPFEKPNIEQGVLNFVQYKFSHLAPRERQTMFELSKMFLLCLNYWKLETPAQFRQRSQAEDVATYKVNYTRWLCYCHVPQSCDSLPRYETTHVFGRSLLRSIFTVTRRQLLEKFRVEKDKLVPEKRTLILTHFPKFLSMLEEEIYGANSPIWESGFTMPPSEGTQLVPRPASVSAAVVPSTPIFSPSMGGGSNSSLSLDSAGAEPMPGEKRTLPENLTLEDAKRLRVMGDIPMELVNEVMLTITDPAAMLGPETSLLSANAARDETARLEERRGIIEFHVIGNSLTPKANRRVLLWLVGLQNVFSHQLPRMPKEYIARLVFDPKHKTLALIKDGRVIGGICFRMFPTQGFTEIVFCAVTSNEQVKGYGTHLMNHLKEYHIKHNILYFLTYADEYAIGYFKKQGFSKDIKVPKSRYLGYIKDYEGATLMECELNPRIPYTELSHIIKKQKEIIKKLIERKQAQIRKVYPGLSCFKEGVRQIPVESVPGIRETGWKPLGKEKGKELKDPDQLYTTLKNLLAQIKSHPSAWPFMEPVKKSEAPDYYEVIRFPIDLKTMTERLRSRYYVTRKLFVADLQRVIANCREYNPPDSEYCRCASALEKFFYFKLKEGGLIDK
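Enzyme at 20nM final was mixed with library compounds for 15 min at room temperature. Peptide H3(1-25) at 75uM, acetyl-CoA at 70uM and ThioGlo1 at 50uM were then added. Plates were read immediately and after 20 min (Ex340nm/Em540nm).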
DT40 TDP1 no CPT: qHTS for Inhibitors of human tyrosyl-DNA phosphodiesterase 1 (TDP1): qHTS in cells in absence of CPT; Potency, µM (highest dose often 46.2 µM), without a hit: at the top dose activity change, negative = growth inhibition, hits mostly inhibitors; DT40 Tdp1-/- hTDP1 cells, no CPT, ATP luminescence, 48 h; AID 686978, 2013; hit rate 15% among 420,000; further: nearly all actives have a fitted effect of over 55% in size
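Chicken DT40 Tdp1-/- cells complemented with human TDP1, screened without camptothecin (DMSO vehicle only), 400 cells/well. Compounds pin-transferred, cells incubated at 37 °C for at least 48 hr. Growth read as ATP-dependent luminescence (CellTiter-Glo, 30 min at RT).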
TDP1 cell CPT: DT40-hTDP1 cell growth loss with CPT; chicken DT40 Tdp1-/-;hTDP1 cells + 20 nM CPT, ATP luminescence, 48 h; Potency, µM (doses to about 46.2 µM), for inactives: top-dose activity change, negative = growth inhibition, usual class: inhibitors; hit rate 12% among 420,000; further: nearly all actives have a fitted effect of over 55% in size
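Cell growth measured by CellTiter-Glo luminescence after a minimum 48 h, 37 C compound exposure with 20 nM CPT in Tdp1-knockout DT40 cells stably expressing hTDP1, seeded 400/well; qHTS titration format.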
Numbers without * were called inactive; ? = inconclusive; nt = not tested or not shown; [ ] = remark or other dose. The call rests on the fitted dose curve; in most records, active means well fitted curve in the direction sought with a large enough effect; inconclusive means small, poorly fitted or top-dose-only effect, or another doubt; inactive means no such curve, though single readings can be large; an effect the other way counts as inactive or inconclusive. On the % scale 0 is the no-effect control and ±100 the full control effect; potency means the concentration at half of the fitted maximal effect.

SMILES	GCN5L2 inh	DT40 TDP1 no CPT	TDP1 cell CPT
Cc1ccc(Cl)cc1N1CCN(C(=O)C2CCCN(Cc3nc(-c4cccc(Cl)c4)oc3C)C2)CC1 (stereo unspecified)	-6%	?	?
CC1(C)CC(=O)C=C(C(=O)N2CCCC(C(=O)c3cc(F)ccc3F)C2)O1 (stereo unspecified)	nt	?	-26%
COc1ccc(OCC(CO)N2CCN(c3ccccc3)CC2)cc1 (stereo unspecified)	nt	-10%	5%
COc1ccc(-c2nc(S(=O)(=O)c3ccccc3)c(NCCCN3CCOCC3)o2)cc1	-1%	?	?
Cc1c(CCOC(=O)c2cc([N+](=O)[O-])cc([N+](=O)[O-])c2)sc[n+]1CC(=O)c1ccc(Br)cc1	-14%	?	?
CC(=O)c1cccc(NC(=O)CSc2nnc(-c3cccnc3)o2)c1	-6%	0%	3%
COC(=O)c1ccc(Oc2nc(N3CCCCC3)nc(N3CCOCC3)n2)cc1	-3%	-20%	-23%
C[C@H](CO)N1C[C@H](C)[C@@H](CN(C)S(=O)(=O)c2cn(C)cn2)Oc2c(NS(=O)(=O)c3cn(C)cn3)cccc2C1=O	2%	-8%	5%
COc1ccccc1NC(=O)CCS(=O)(=O)c1ccccc1	0%	-3%	4%
O=C(CCN1C(=O)c2ccccc2C1=O)N1CCN(C(=O)c2ccccc2)CC1	0%	-4%	-1%
CC(=O)N1CCN(CC(=O)Nc2ccccc2C(=O)Nc2ccccc2)CC1	2%	4%	0%
Cc1cc(Cl)ccc1N(CC(=O)NCCSCc1ccco1)S(C)(=O)=O	-8%	?	?
CCc1ccn2cc(-c3cc(-c4ccccc4)no3)nc2c1	?	18µM*	?
C=CCN1C(=O)N(CC=C)c2cccc3cccc1c23	-7%	12%	-16%
CCNc1nc(NCC)nc(SCCOC(=O)Nc2ccccc2)n1	-12%	?	?
CCOC(=O)c1ccccc1NC(=O)c1cc2sccc2n1C	-1%	-29%	0%
Cc1ccc(-c2nn(-c3cccc(F)c3)cc2CNCc2cccnc2)o1	-3%	?	?
Cn1c(CC(=O)NNC(=O)c2cncc(Br)c2)nc2ccccc21	-14%	6%	-10%
Cc1cccc(C(=O)NC2CCN(C(=O)N3CCOCC3)CC2)c1	21%	11%	-6%
CCN(CC)c1ccc(CN2CCC(C(=O)NCc3ccc(C)cc3)CC2)cc1	-10%	15µM*	15µM*

Only GCN5L2 inh, for some of the entries so far:
mol | GCN5L2 inh
CCOC(=O)c1ccccc1NC(=O)c1cc2sccc2n1C | -1%
Cc1ccc(-c2nn(-c3cccc(F)c3)cc2CNCc2cccnc2)o1 | -3%
Cn1c(CC(=O)NNC(=O)c2cncc(Br)c2)nc2ccccc21 | -14%
Cc1cccc(C(=O)NC2CCN(C(=O)N3CCOCC3)CC2)c1 | 21%

(list continues)
SMILES	GCN5L2 inh	DT40 TDP1 no CPT	TDP1 cell CPT
CC(C)CC1C(C#N)=C(N)Oc2n[nH]c(-c3ccccc3)c21 (stereo unspecified)	-3%	-8%	-14%
CCCCC[C@@H]1C=C(C(=O)O)[C@H](c2ccc(C)cc2)N1S(=O)(=O)c1ccc(C)cc1	-7%	8%	6%
O=C(c1cccc2ccccc12)C1CCCN(C(=O)CCc2cnccn2)C1 (stereo unspecified)	-3%	8.2µM*	?
O=C1C2CCCN2C(c2ccccc2F)N1c1ccc(F)cc1 (stereo unspecified)	-2%	2%	-3%
O=C(O)CSc1nnc(-c2ccc(Cl)cc2Cl)n1Cc1ccccc1	-4%	1%	0%
Cc1ccc(CC(=O)N2CCN(c3ccccn3)CC2)cc1	-3%	-4%	-17%
Cc1occc1C(=O)N/N=C/C1=C(N2CCOCC2)C(=C/c2ccc(Cl)cc2Cl)/CC1	nt	7.3µM*	5.8µM*
CN(Cc1ccccc1)C(=O)C1CCN(S(=O)(=O)c2cc([N+](=O)[O-])ccc2Cl)CC1	-12%	23µM*	?
O=C(Nc1ccc2c(c1)OCO2)c1csc([C@@H]2O[C@H](CO)[C@H](O)[C@H](O)[C@H]2O)n1	nt	-1%	8%
COc1cc(-c2nc3n(n2)C(c2ccc(F)cc2)C(C(N)=O)=C(C)N3)cc(OC)c1OC (stereo unspecified)	-1%	?	-15%
COc1ccc(S(=O)(=O)N2CCOC2CNC(=O)C(=O)NCc2ccccc2OC)cc1 (stereo unspecified)	-6%	?	?
O=C(CSc1n[nH]c(=O)n1-c1cccnc1)N1CCOCC1	0%	-23%	2%
Cc1cccc(CN2CCN(Cc3cnn(-c4ccccc4F)c3)CC2CCO)n1 (stereo unspecified)	-20%	-16%	-2%
COc1ccc(OC)c(NC(=O)c2cc(-c3cc(F)ccc3OCC3CCCO3)n[nH]2)c1 (stereo unspecified)	nt	9.2µM*	8.2µM*
CN(CC(=O)NCc1ccccc1)Cc1cccc(F)c1	27%	-20%	18%
COc1ccc(N2CCC(CNC(=S)Nc3c(C)cccc3C)C2)cc1 (stereo unspecified)	16%	?	23µM*
Cc1noc(C)c1COc1ccc(C(=O)OCc2nnc(-c3ccc(Cl)cc3)o2)cc1	-7%	-18%	?
COc1cccc(NC(=O)N(CCCN2CCOCC2)C(C)c2cc3cccc(OC)c3o2)c1 (stereo unspecified)	-8%	?	-25%
COCCSc1nc2c(c(=O)[nH]c(=O)n2C)n1CCCc1ccccc1	-24%	-20%	?
Cc1ccc(C2NC(c3ccc(C)cc3)C(C)C(=O)C2C)cc1 (stereo unspecified)	-4%	?	?
CCNc1nc(NC(C)C)nc(N(C#N)CCOc2ccccc2)n1	-1%	23µM*	23µM*
COC(=O)c1[nH]c(C)c(/C(O)=C2\C(=O)C(=O)N(CCCN3CCOCC3)C2c2ccccn2)c1C (stereo unspecified)	-7%	-10%	1%
Cc1ccc(C)c(S(=O)(=O)N2CCN(C(=O)CCc3nc4ccccc4c(=O)[nH]3)CC2)c1	-4%	21µM*	21µM*
C[C@H]1CN([C@@H](C)CO)C(=O)c2cc(Br)cnc2O[C@H]1CN(C)C(=O)C1CCC1	nt	?	-16%
CN(C(=O)c1cccc(NC(=O)Cc2ccc(NC(=O)C3CCN(C(=O)C4CCCCC4)CC3)cc2)c1)C1CCC1	nt	?	?
CCOC(=O)Cn1nc(C)c(NC(=O)COc2cccc(Cl)c2)c1C	-1%	?	-15%
O=S(=O)(NCc1ccccn1)c1ccc2ccccc2c1	2%	-7%	0%
Cc1cc(NC(=O)COc2ccccc2)ccc1Cl	-2%	-14%	-8%
O=C(c1cccs1)N(Cc1ccc(Cl)cc1)C1CCS(=O)(=O)C1 (stereo unspecified)	-4%	-2%	-25%
O=C(CN1CCN(Cc2ccc(F)cc2)C1=O)NCc1ccccc1Cl	-7%	?	-25%
FC(F)(F)c1cc(CN2CC3(CCNCC3)C2)cc(C(F)(F)F)c1	-2%	7.3µM*	18µM*
COC(=O)c1ccc(C)c(-n2c(=O)n(Cc3ccccc3)c(=O)c3[nH]cnc32)c1	0%	21µM*	?
COC(=O)CS(=O)(=O)c1cc([N+](=O)[O-])ccc1NC(=O)OC	-9%	2%	14%
Cc1ccc(C(=O)Oc2cccc(NC(=O)c3ccco3)c2)cc1S(=O)(=O)N1CCC(C)CC1	-5%	?	?
COc1cc([N+](=O)[O-])ccc1NC(=O)Cn1ccsc1=N	-16%	?	-11%
CCn1c(COc2ccccc2C)nnc1SCC(=O)CC(=O)Nc1ccccc1OC	-6%	?	-4%
CCCc1cc(=O)[nH]c(SCC(=O)N(CCC#N)c2ccc3c(c2)OCCO3)n1	-14%	34%[activator]	-20%
C[C@@H]1CN([C@H](C)CO)C(=O)CCCn2nncc2CO[C@H]1CN(C)Cc1ccccc1C(=O)O	nt	0%	-17%
COC(=O)CN(C)C1CC(=O)N(c2ccc(Cl)cc2)C1=O (stereo unspecified)	-6%	-5%	-20%
COc1cccc(CC(NC(C)=O)C(=O)NC2CCN(S(=O)(=O)c3ccc(NC(C)=O)cc3)CC2)c1 (stereo unspecified)	6%	-3%	4%

Quoted from the listing.
CCNc1nc(NC(C)C)nc(N(C#N)CCOc2ccccc2)n1 @ TDP1 cell CPT: 23µM*
O=C(CN1CCN(Cc2ccc(F)cc2)C1=O)NCc1ccccc1Cl @ GCN5L2 inh: -7%

Exported as labelled records: entries from further up
CCCc1cc(=O)[nH]c(SCC(=O)N(CCC#N)c2ccc3c(c2)OCCO3)n1
  GCN5L2 inh: -14%
  DT40 TDP1 no CPT: 34%[activator]
  TDP1 cell CPT: -20%

C[C@@H]1CN([C@H](C)CO)C(=O)CCCn2nncc2CO[C@H]1CN(C)Cc1ccccc1C(=O)O
  GCN5L2 inh: nt
  DT40 TDP1 no CPT: 0%
  TDP1 cell CPT: -17%

COC(=O)CN(C)C1CC(=O)N(c2ccc(Cl)cc2)C1=O (stereo unspecified)
  GCN5L2 inh: -6%
  DT40 TDP1 no CPT: -5%
  TDP1 cell CPT: -20%

COc1cccc(CC(NC(C)=O)C(=O)NC2CCN(S(=O)(=O)c3ccc(NC(C)=O)cc3)CC2)c1 (stereo unspecified)
  GCN5L2 inh: 6%
  DT40 TDP1 no CPT: -3%
  TDP1 cell CPT: 4%

(further entries)
SMILES	GCN5L2 inh	DT40 TDP1 no CPT	TDP1 cell CPT
O=C1/C(=C/c2ccc(O)cc2)CCc2ccc([N+](=O)[O-])cc21	1%	16µM*	?
O=C(Cc1ccccc1)NCC(=O)N1CCCCCC1	-16%	4%	1%
COc1cccc(CN2CCC(n3nccc3NC(=O)CCOc3ccccc3)CC2)c1	0%	-15%	-27%
O=c1oc(-c2ccccc2)c(-c2ccccc2)c2ccccc12	nt	?	?
Cc1ccc2c(=O)cc(CSc3ccccc3)[nH]c2c1C	0%	?	?
CCn1cc(C(=O)N2CCN(c3cc(Cl)ccc3C)CC2)c2cc(OC)c(OC)cc2c1=O	-1%	?	12µM*
CCC(C)NC(=O)CSc1nnc(-c2ccncc2)n1-c1ccc(OC)cc1 (stereo unspecified)	-2%	-3%	-4%
CCOC(=O)c1cccc(NC(=O)CS(=O)(=O)Cc2nc(-c3cccc(OC)c3)oc2C)c1	-1%	?	?
CCCCOc1ccc(C(=O)NCC(=O)OCC(=O)c2c(N)n(C)c(=O)n(C)c2=O)cc1	-1%	-16%	14%
CN(C)C(=O)c1cccc(-c2cnc3c(NC=O)cc(-c4ccc(F)cc4)cn23)c1	nt	6.5µM*	6.5µM*
COCCC(=O)N1CCC(Oc2ccc(C(=O)N3CCCC(CCCO)C3)cc2)CC1 (stereo unspecified)	-9%	-7%	-18%
COc1ccc(C(=O)C(/C=N/O)=N/Nc2ccc(F)cc2)cc1	-21%	-29%	-29%

Entries of single compounds as entered above. Screens in order: GCN5L2 inh, DT40 TDP1 no CPT, TDP1 cell CPT
Record of COc1ccc(C(=O)C(/C=N/O)=N/Nc2ccc(F)cc2)cc1 = -21%, -29%, -29%
Record of O=c1oc(-c2ccccc2)c(-c2ccccc2)c2ccccc12 = nt, ?, ?
Record of CCn1cc(C(=O)N2CCN(c3cc(Cl)ccc3C)CC2)c2cc(OC)c(OC)cc2c1=O = -1%, ?, 12µM*
Record of O=C1/C(=C/c2ccc(O)cc2)CCc2ccc([N+](=O)[O-])cc21 = 1%, 16µM*, ?
